From PubChem BioAssay
EP2 modulator = EP2 receptor (human) modulation; EP2-expressing cells, cAMP HTRF FRET, PGE2 co-stimulation; induction, % at 25 µM; hit rate 0.83% among 260,000; AID 940;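 active = compounds whose cAMP rise, as percent of the full-agonist control response, exceeds 60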;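 note: rat C6 glioma line stably carrying human EP2 under a CMV promoter; the protocol text gives 20 µM as final concentration; 100% = response of wells given 1 µM PGE2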
Target sequence (P43116 whole entry, looked up): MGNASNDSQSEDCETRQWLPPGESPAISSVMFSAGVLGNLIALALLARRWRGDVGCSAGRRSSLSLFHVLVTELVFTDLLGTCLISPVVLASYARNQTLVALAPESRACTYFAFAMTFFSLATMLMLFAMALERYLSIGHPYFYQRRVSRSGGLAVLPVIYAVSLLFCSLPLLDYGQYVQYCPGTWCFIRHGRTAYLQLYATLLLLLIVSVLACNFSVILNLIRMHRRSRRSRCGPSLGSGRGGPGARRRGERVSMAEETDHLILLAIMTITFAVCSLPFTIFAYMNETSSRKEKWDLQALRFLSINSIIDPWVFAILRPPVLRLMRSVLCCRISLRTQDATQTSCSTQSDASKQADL
CHOP inh = CHOP inhibition in unfolded protein response; hit rate 3.8% among 220,000; CHO-K1 CHOP-promoter luciferase, tunicamycin-induced, 15-18 h; AID 2732; inhibition, % at 10 µM;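 active = compounds that reduced the stress-induced luciferase reporter signal by more than about 70% of percent inhibition, limit read from the data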;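 note: 0% = tunicamycin plus vehicle and 100% = wells without tunicamycin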
* = called active by the depositor; x = no result given; & = joins results of further samples.

NC(=O)NC(=O)Cc1ccccc1
  EP2 modulator = 32	CHOP inh = x
CCC(Cc1c(I)cc(I)c(N)c1I)C(=O)O (stereo unspecified)
  EP2 modulator = 10	CHOP inh = x
C[C@H](CCC(=O)O)[C@H]1CCC2C3C(CC[C@@]21C)[C@@]1(C)CC[C@@H](O)C[C@H]1C[C@H]3O (stereo partly specified)
  EP2 modulator = 33	CHOP inh = x
NC(=O)c1ccc([N+](=O)[O-])cc1Cl
  EP2 modulator = -4	CHOP inh = x
Cc1c(Cc2ccccc2)sc(NC(=O)C2CCCCC2C(=O)O)c1C(N)=O (stereo unspecified)
  EP2 modulator = -36	CHOP inh = x
CN(C)CCC[C@@]1(c2ccc(F)cc2)OCc2cc(C#N)ccc21
  EP2 modulator = 16	CHOP inh = x
COC(=O)Nc1nc2ccc(S(=O)c3ccccc3)cc2[nH]1 (stereo unspecified)
  EP2 modulator = 13	CHOP inh = x
Cc1ccc(C(=O)C(C)CN2CCCCC2)cc1 (stereo unspecified)
  EP2 modulator = -8	CHOP inh = x
O=C1c2ccccc2C(=O)c2c(O)c(O)cc(O)c21
  EP2 modulator = 19	CHOP inh = x
CCOC(=O)Nc1ccc(NCc2ccc(F)cc2)nc1N
  EP2 modulator = -1	CHOP inh = -8
CN=C(NC#N)Nc1ccc(C2=NNC(=O)CC2C)cc1 (stereo unspecified)
  EP2 modulator = 27	CHOP inh = -9
Nc1cc(=O)[nH]c(N)n1
  EP2 modulator = 7	CHOP inh = 2
C[C@H]1c2cccc(O)c2C(O)=C2C(=O)[C@]3(O)C(O)=C(C(N)=O)C(=O)[C@@H](N(C)C)[C@@H]3[C@@H](O)[C@@H]21
  EP2 modulator = -7&19&10	CHOP inh = 12&-9
C/C=C(/C)C(=O)O[C@@H]1c2cc3c(c4c2[C@@]2(CO4)C(=O)C(OC)=C(OC)C=C2C[C@@H](C)[C@H]1C)OCO3
  EP2 modulator = -9	CHOP inh = 2
Cc1nc2c([nH]1)c(=O)n(C)c(=O)n2Cc1ccco1
  EP2 modulator = 28	CHOP inh = 4
COc1cc2c(c(OC)c1OC)-c1c(cc(OC)c(OC)c1OC)C[C@H](C)[C@H](C)C2
  EP2 modulator = 42	CHOP inh = 31

Entries of single compounds, looked up by structure. Order of values: EP2 modulator	CHOP inh
`COc1cc2c(c(OC)c1OC)-c1c(cc(OC)c(OC)c1OC)C[C@H](C)[C@H](C)C2` is listed with 42	31
`C/C=C(/C)C(=O)O[C@@H]1c2cc3c(c4c2[C@@]2(CO4)C(=O)C(OC)=C(OC)C=C2C[C@@H](C)[C@H]1C)OCO3` is listed with -9	2
`Cc1ccc(C(=O)C(C)CN2CCCCC2)cc1` (stereo unspecified) is listed with -8	x
`C[C@H]1c2cccc(O)c2C(O)=C2C(=O)[C@]3(O)C(O)=C(C(N)=O)C(=O)[C@@H](N(C)C)[C@@H]3[C@@H](O)[C@@H]21` is listed with -7&19&10	12&-9
`NC(=O)c1ccc([N+](=O)[O-])cc1Cl` is listed with -4	x

The list is partial (hit frequency here may not be typical).
